RORa activator = activates the human nuclear receptor RORA. activation, % at 10 µM. CHO-K1 Gal4-RORA LBD luciferase reporter, luminescence; percent increase over mock-subtracted basal signal. hit rate 1.5% among 65,000. AID 560;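 active = activation above the mean of all tested compounds plus 3 SD, cut at about 49% in these data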;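 note: 0% = DMSO-treated RORA cells and 100% = added signal equal to DMSO minus mock-transfected cells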
JNK3 blocker = JNK3 (human) kinase inhibition; P53779; purified JNK3 kinase activity, HTS; inhibition, % at 8 µM; hit rate 0.61% among 60,000; AID 746; in the data active = inhibition above about 17%;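 note: 0% = DMSO and 100% = reference inhibitor; many of its hits are not listed in these tables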
Target sequence (P53779 whole entry, looked up): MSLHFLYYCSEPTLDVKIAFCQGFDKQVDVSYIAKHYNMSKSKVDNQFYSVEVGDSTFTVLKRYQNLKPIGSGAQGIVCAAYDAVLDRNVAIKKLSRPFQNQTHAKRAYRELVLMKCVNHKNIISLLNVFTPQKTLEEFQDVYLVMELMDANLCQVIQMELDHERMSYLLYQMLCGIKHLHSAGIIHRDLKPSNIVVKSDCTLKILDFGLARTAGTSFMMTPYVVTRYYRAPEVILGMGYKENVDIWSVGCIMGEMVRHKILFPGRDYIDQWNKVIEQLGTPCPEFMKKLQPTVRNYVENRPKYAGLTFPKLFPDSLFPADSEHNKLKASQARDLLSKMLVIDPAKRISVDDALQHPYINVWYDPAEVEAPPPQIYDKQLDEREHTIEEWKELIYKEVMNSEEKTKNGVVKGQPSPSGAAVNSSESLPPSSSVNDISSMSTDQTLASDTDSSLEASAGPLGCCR
Ec RNAP inh = blocks E. coli RNA polymerase transcription | fluorescence transcription assay | inhibition, %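 (tested at 10 µM)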 | hit rate 0.2% among 62,000 | AID 559; in the data active = inhibition above about 20%;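 note: 0% = enzyme without compound and 100% = no enzyme blank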
PKA kinase inh = inhibitors of human protein kinase A | P17612 | hit rate 0.1% among 65,000 | PKA Kemptide phosphorylation, Kinase-Glo ATP luminescence | AID 524 | inhibition, % at 6 µM;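 active = inhibition above the screen-wide mean inhibition plus 3 SD, cut at about 21% in these data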; note: many of its hits are not listed in these tables
AP complement = alternative pathway complement inhibition, orthogonal assay. AID 1235. hit rate 0.08% among 62,000. inhibition, % at 5 µM. Human serum alternative complement pathway, LPS-coated ELISA, C3 deposition; tested in compound mixtures;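 active = inhibition above 30% in each of the two pooled mixtures holding the compound, so the lower value exceeds 30%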;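 note: 0% = serum in Mg-EGTA without compound and 100% = EDTA serum blank; some compounds past the cut are filed as inactive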
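Medium: diluted human serum in Mg2+-EGTA GVB++. Assay system: human serum complement alternative pathway, C3 deposition onto LPS. Also added: Plate-bound LPS. Technique: Anti-C3 ELISA, OD 450 nm. Measure: percent inhibition. Incubation: 1 h at 37 °C. Dosing: 5 µM each compound, pools of ten, 50 µM per pool.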
ROCK2 inh = blocks human Rho kinase 2 activity | O75116 | purified ROCK2, Kinase-Glo ATP depletion luminescence | inhibition, % at 6 µM | hit rate 0.35% among 60,000 | AID 604;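 active = inhibition above the screen-wide mean inhibition plus 3 SD, cut at about 18% in these data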;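 note: plate controls were DMSO wells for no effect and Y-27632 control wells after no-enzyme background subtraction for full effect; many of its hits are not listed in these tables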
CatB inh = human cathepsin B inhibition; P07858; purified cathepsin B, fluorogenic substrate, fluorescence; inhibition, %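 (tested at 10 µM)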; hit rate 0.1% among 63,000; AID 453; in the data active = inhibition above about 21%;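 note: 0% = enzyme with no compound and 100% = no enzyme blank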
CatB mixtures = inhibitors of human cathepsin B in compound mixtures; Purified cathepsin B, AMC dipeptide fluorescence; inhibition, %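 (ten-compound pools at 5 µM per compound and 50 µM total)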; hit rate 0.06% among 62,000; AID 488; in the data active = inhibition above about 22%, passing the limit was not always enough;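 note: 0% = enzyme without compound and 100% = no enzyme blank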
CatS inh = inhibitors of human cathepsin S; recombinant cathepsin S, AMC dipeptide fluorescence, pooled mixtures; inhibition, %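 (tested at 5 µM per compound within 10-compound mixtures)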; hit rate 0.06% among 62,000; AID 501; in the data active = inhibition above about 32%, passing the limit was not always enough;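 note: 0% = enzyme without compound and 100% = blank without enzyme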
Target sequence (P25774 115-331 limits assumed): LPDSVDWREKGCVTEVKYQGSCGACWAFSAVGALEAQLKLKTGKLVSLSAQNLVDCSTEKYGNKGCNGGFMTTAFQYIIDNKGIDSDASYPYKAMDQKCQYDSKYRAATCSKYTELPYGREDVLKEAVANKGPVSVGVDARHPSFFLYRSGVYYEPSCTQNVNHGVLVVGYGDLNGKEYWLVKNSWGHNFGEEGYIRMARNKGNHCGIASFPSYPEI
Starred values were filed as active, the others as inactive; / = not tested or not shown.

SMILES	RORa activator	JNK3 blocker	Ec RNAP inh	PKA kinase inh	AP complement	ROCK2 inh	CatB inh	CatB mixtures	CatS inh
CC(C)NC(=O)Cn1c(SCC(=O)N2CCc3ccccc3C2)nc2ccccc21	-16	10	4	3	5	2	3	1	-2
CC(C[N+](C)(C)C)OC(N)=O (stereo not given)	-14	-3	10	-8	5	-8	/	6	-2
CN1CCN(c2ccc(NC(=O)c3ccc4c(c3)OCO4)cc2)CC1	27	1	6	-1	14	-1	-7	4	8
COc1ccc(OC)c(C2/C(=C(/O)c3ccc(C)cc3)C(=O)C(=O)N2Cc2ccco2)c1 (stereo not given)	12	5	8	3	/	-8	5	/	/
N#CCCN(Cc1cccnc1)S(=O)(=O)c1ccc(S(=O)(=O)NC2CCCCC2)cc1	10	0	9	-1	5	0	1	8	15
CCCCOCCCNC(=O)COc1ccccc1	0	-5	6	-7	14	-10	0	9	9
Cc1nonc1NC(=O)OCCN1CCOC1=O	-2	5	12	9	-3	3	7	2	10
CCCc1nc(S(=O)(=O)Cc2ccc(Cl)cc2Cl)n[nH]1	6	0	4	4	-21	-1	-2	2	1
O=C(Nc1ccc(Cl)cc1C(=O)O)c1ccc2c(c1)C(=O)N(Cc1ccco1)C2=O	13	-3	6	10	1	10	3	0	/
OCc1ccccc1N=c1ssnc1Cl	-14	1	9	6	14	1	-1	4	9
COC(=O)C(C)Sc1nnc(-c2ccncc2)o1 (stereo not given)	16	/	9	5	2	/	8	-1	-3
CC(C)OC(=O)Cn1c(=O)oc2ccccc21	30	/	8	0	1	/	7	0	11
CCOC(=O)CSC1=C(C#N)C(c2ccc(Cl)cc2)CC(=O)N1 (stereo not given)	11	-6	12	5	7	2	1	2	8
Cc1nc2cc(NC(=O)NCc3ccc4c(c3)OCO4)ccc2o1	-8	-8	2	6	11	0	3	-6	0
O=C(c1ccco1)N1C(=O)c2cccc3cccc1c23	-10	5	8	11	0	10	6	1	7
CCN(CC)CCCNc1nc2ccccc2[nH]1	17	-6	10	-2	11	-7	1	5	16
COc1ccc(C2=NO[C@@H]3C(=O)N(c4ccc(C)cc4C)C(=O)[C@H]23)cc1OC	-15	5	5	9	-6	-8	7	5	14
C1=Nc2c(NCc3ccccc3)ncnc2Oc2ccccc21	34	2	7	-6	2	-8	1	-9	-1
O=C(C1CCCN(S(=O)(=O)Cc2ccccc2)C1)N1CCCCC1 (stereo not given)	-8	8	8	4	16	4	4	4	4
N#Cc1nc(COc2ccc(-c3ccccc3)cc2)oc1NCc1cccnc1	0	2	10	1	6	2	-2	4	9

3 records picked at random from those above:
SMILES	RORa activator	JNK3 blocker	Ec RNAP inh	PKA kinase inh	AP complement	ROCK2 inh	CatB inh	CatB mixtures	CatS inh
N#Cc1nc(COc2ccc(-c3ccccc3)cc2)oc1NCc1cccnc1	0	2	10	1	6	2	-2	4	9
CCCCOCCCNC(=O)COc1ccccc1	0	-5	6	-7	14	-10	0	9	9
CCN(CC)CCCNc1nc2ccccc2[nH]1	17	-6	10	-2	11	-7	1	5	16

Compounds listed so far that have an aryl thioether with sulfur outside any ring, in the order listed:
SMILES	RORa activator	JNK3 blocker	Ec RNAP inh	PKA kinase inh	AP complement	ROCK2 inh	CatB inh	CatB mixtures	CatS inh
CC(C)NC(=O)Cn1c(SCC(=O)N2CCc3ccccc3C2)nc2ccccc21	-16	10	4	3	5	2	3	1	-2
COC(=O)C(C)Sc1nnc(-c2ccncc2)o1 (stereo not given)	16	/	9	5	2	/	8	-1	-3

(next part)
SMILES	RORa activator	JNK3 blocker	Ec RNAP inh	PKA kinase inh	AP complement	ROCK2 inh	CatB inh	CatB mixtures	CatS inh
Cc1cccc(NC(=O)Cn2cnc3c(cnn3-c3ccc(F)cc3)c2=O)c1C	-12	2	0	7	8	-4	1	0	-3
NS(=O)(=O)c1ccc(NC(=O)COC(=O)CCNC(=O)NC23CC4CC(CC(C4)C2)C3)cc1	10	/	-1	8	11	/	-4	3	1
CCCOC(=O)c1ccc2c(c1)C(=O)N(c1ccccc1)C2=O	-26	3	-7	6	15	9	1	0	-3
CC1CC(c2ccccc2)n2nc(NC(=O)c3cccs3)nc2N1 (stereo not given)	16	-4	0	-3	-3	-1	1	-1	8
COc1ccc(COC(=O)C2=C(C)NC(=O)NC2c2ccc(O)c(OC)c2)cc1 (stereo not given)	-2	27*	4	8	13	3	1	0	-1
O=S(=O)(NCCc1ccncc1)c1ccc(S(=O)(=O)N2CCCCCC2)cc1	16	2	7	11	9	6	0	-6	-2
CCCCn1c(SCC(=O)Nc2cc(C)on2)nc2ccsc2c1=O	0	/	-6	-3	17	/	-1	1	1
CCN(CC)S(=O)(=O)c1ccc2c(c1)c(=O)c(C(=O)N1CCN(c3ccccc3)CC1)cn2C	0	-2	0	0	8	-1	4	-3	-7
O=C(Nc1c2c(nn1-c1ccc(F)cc1)CSC2)c1ccc(S(=O)(=O)N2CCOCC2)cc1	1	/	6	5	11	/	-2	2	4
CC(C#N)On1c(SC(C)C#N)nc2ccccc2c1=O (stereo not given)	14	5	3	12	15	9	-6	1	-4
COc1ccc2cc(S(=O)(=O)N3CCN(C)CC3)ccc2c1	6	-1	-3	13	4	6	5	-5	-5
CCSC1=C(C#N)C(=O)n2c1cc1c2CCCC1	-5	0	7	9	-17	3	2	2	2
CNC(=O)N(c1ccccc1)c1ccccc1	5	1	-4	-1	-12	-3	1	1	-4
CCOC(=O)C1CCN(C(=O)CC2C(=O)N(Cc3ccccc3)C(C)c3nc4ccccc4n32)CC1 (stereo not given)	-2	-2	1	10	14	3	1	2	3
Cc1ccc(S(=O)(=O)NCC(=O)OCC(=O)Nc2ncc(Cl)cc2Cl)cc1	-14	-5	6	4	3	-2	-5	-7	9
O=C(NC1CCCc2ccccc21)C1CCN(S(=O)(=O)c2cccc3nsnc23)CC1 (stereo not given)	22	4	10	1	11	1	3	2	8
Cc1cccc(NC2=NC(C)(C)N=C(N)N2)c1C	1	-3	6	8	3	4	4	0	0
CC(NS(=O)(=O)c1ccccc1)C(N)=O (stereo not given)	-19	-5	4	10	13	6	2	2	-14
Cc1c(NC(=O)CCCCCN2C(=O)C3C4C=CC(C4)C3C2=O)c(=O)n(-c2ccccc2)n1C (stereo not given)	-1	2	-1	-12	15	-1	-4	-3	6
COCc1cc(C)nc(SCC(=O)Nc2cccc3cccnc23)c1C#N	13	3	9	13	-1	-4	-3	-3	9

Six consecutive entries already listed:
SMILES	RORa activator	JNK3 blocker	Ec RNAP inh	PKA kinase inh	AP complement	ROCK2 inh	CatB inh	CatB mixtures	CatS inh
COc1ccc(COC(=O)C2=C(C)NC(=O)NC2c2ccc(O)c(OC)c2)cc1 (stereo not given)	-2	27*	4	8	13	3	1	0	-1
O=S(=O)(NCCc1ccncc1)c1ccc(S(=O)(=O)N2CCCCCC2)cc1	16	2	7	11	9	6	0	-6	-2
CCCCn1c(SCC(=O)Nc2cc(C)on2)nc2ccsc2c1=O	0	/	-6	-3	17	/	-1	1	1
CCN(CC)S(=O)(=O)c1ccc2c(c1)c(=O)c(C(=O)N1CCN(c3ccccc3)CC1)cn2C	0	-2	0	0	8	-1	4	-3	-7
O=C(Nc1c2c(nn1-c1ccc(F)cc1)CSC2)c1ccc(S(=O)(=O)N2CCOCC2)cc1	1	/	6	5	11	/	-2	2	4
CC(C#N)On1c(SC(C)C#N)nc2ccccc2c1=O (stereo not given)	14	5	3	12	15	9	-6	1	-4

Next part.
SMILES	RORa activator	JNK3 blocker	Ec RNAP inh	PKA kinase inh	AP complement	ROCK2 inh	CatB inh	CatB mixtures	CatS inh
O=C(CSc1nc(-c2ccco2)cc(C(F)(F)F)n1)NCC1CCCO1 (stereo not given)	-3	-3	/	10	/	1	/	/	/
O=C(Cc1cccs1)Nc1ccc(NC(=O)c2ccco2)cc1	32	/	-1	3	20	/	-1	5	10
O=C1c2oc3ccccc3c(=O)c2C(c2ccc(Br)cc2)N1c1ncccn1 (stereo not given)	-4	1	10	5	11	6	7	4	0
Nc1nc2n(n1)C(c1ccccc1)CC(c1ccc(F)cc1)N2 (stereo not given)	-2	-2	12	4	3	-2	7	4	12
O=c1c2c(nc3nc(Cc4ccccc4)[nH]n13)CCC2	-5	-4	1	1	6	1	1	5	10
O=C(Oc1ccc(N(Cc2cccs2)C2=NS(=O)(=O)c3ccccc32)cc1)c1ccco1	0	5	/	8	/	9	/	/	/
Cc1c(C(=O)Nc2c(C)n(C)n(-c3ccccc3)c2=O)oc2ccccc12	-28	4	9	4	11	10	1	3	0
Cc1cc(-n2c(C)cc(C(=O)COc3ccc4ccc(=O)oc4c3)c2C)no1	2	-14	-13	-1	-1	-1	-5	-4	5
CCOC(=O)C(CC)Sc1nc(N)c(NC(=O)c2ccc(OC)c(OC)c2)c(=O)[nH]1 (stereo not given)	-18	-8	4	-3	12	1	-2	4	-1
CC1CN(c2ccc(Oc3ccccc3)cc2)c2nc3c(c(=O)[nH]c(=O)n3C)n2C1 (stereo not given)	-26	1	-1	-2	6	-3	-1	-6	-12
NC(=O)CC12CC3CC(C1)CC(CC(N)=O)(C3)C2	-7	/	8	7	4	/	1	-4	-2
C[N+]1(CCNC(=O)/C=N/O)CCCCC1	-28	-4	8	3	/	-7	-2	/	/
O=C(Nc1ccccc1)N1CCCN(Cc2ccccc2F)C1	14	3	1	10	19	4	0	-10	-17
COc1cc([C@@H]2[C@H]3CN(C)CC=C3C(C#N)=C(N)C2(C#N)C#N)cc2c1OCO2	-41	-2	1	-3	5	-18	-2	-6	-5
CCN(CC)c1nc(N)c2c(N)n(-c3ccccc3C)c(=S)c(C#N)c2c1C#N	-1	-6	5	4	3	3	-2	4	10
Cc1ccc(O)c(-c2cc(-c3ccccc3C)[nH]n2)c1	-2	9	4	5	-8	18	-3	-4	-5
CCOC(=O)C1CSc2[nH]c(=O)sc2C1c1ccccc1 (stereo not given)	-23	-8	7	3	-19	-6	3	3	0
O=C(Nc1ccccc1F)c1cc(S(=O)(=O)N2CCCCC2)cs1	1	0	-5	6	16	10	1	-5	5
CCc1ccc(NS(=O)(=O)c2cccs2)cc1	-1	-1	3	8	17	7	4	6	-3
Cc1ccccc1NC(=O)Nc1cccs1	10	/	6	13	8	/	-7	-4	-6
CC(=O)NC(c1ccccc1)c1cccnc1 (stereo not given)	10	3	11	3	15	1	4	6	31
COc1ccc(NC(C)=O)cc1NC(=O)CN1CCN(CC(=O)Nc2ccc(Cl)cc2)CC1	10	-1	4	1	2	0	-1	6	16
COCCn1nnnc1C(c1ccccc1OC)N1CCN(c2ccccc2)CC1 (stereo not given)	-14	-2	5	10	-7	1	8	-1	39
COC(=O)c1cc2sc(Cl)cc2n1CC(=O)Nc1cccc(SC)c1	-13	1	0	0	16	2	-6	3	-6
Cc1ccc(S(=O)(=O)Cc2ccc(C(=O)NCc3ccc4c(c3)OCO4)o2)cc1	-1	-3	8	9	14	1	0	4	8

Screening results from PubChem.

These rows are one share of the data; rates above refer to the full screens.
